proKLK7 act = activators of human kallikrein-7 zymogen | activation, % at 7 µM | P49862 | hit rate 0.9% among 370,000 | purified proKLK7, EDANS-DABCYL substrate fluorescence; 100% is mature enzyme control, 0% vehicle;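 active = activation above the mean of all tested compounds plus 3 SD, computed per campaign excluding outliers beyond control limits, cut at about 13% in these data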
Target sequence (P49862 whole entry, looked up): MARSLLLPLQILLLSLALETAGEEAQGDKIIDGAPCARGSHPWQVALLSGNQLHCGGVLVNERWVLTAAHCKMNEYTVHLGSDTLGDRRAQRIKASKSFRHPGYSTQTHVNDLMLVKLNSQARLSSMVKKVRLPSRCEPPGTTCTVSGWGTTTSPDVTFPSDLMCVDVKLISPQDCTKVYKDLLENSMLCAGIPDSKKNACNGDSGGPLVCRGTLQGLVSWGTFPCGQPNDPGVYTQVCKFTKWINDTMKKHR
Tn6 DDE FP = DD(E)-Tn6 binding inhibition, primary FP screen; hit rate 0.21% among 370,000; Fibrin DD(E) TRITC-Tn6 fluorescence polarization displacement; AID 720509; inhibition, % at 8.3 µM; P02675;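 active = inhibition above a per-campaign cutoff: mean of compounds within control limits plus 3 SD, cut at about 15% in these data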;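 also: 0% = median of all compound wells on the plate and 100% = blocking peptide control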
PLC-beta3 inh = PLC-beta3 (human) inhibition, primary screen. Q01970. Purified PLC-beta3, fluorogenic substrate, fluorescence. inhibition, % at 12.2 µM. hit rate 0.18% among 370,000. AID 720704; in the data active = inhibition above about 11%;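 also: 0% = median of compound wells on plate and 100% = full blocker control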
UHRF1 MBD2 ctr = human UHRF1 methylated DNA binding inhibitors | inhibition, % at 4.4 µM | AID 687016 | UHRF1 binding to methylated oligo, TR-FRET | hit rate 0.75% among 370,000; in the data active = inhibition above about 21%;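 also: UHRF1 SRA domain binding a hemimethylated CpG hairpin DNA probe; 0% = median of test compound wells and 100% = reference inhibitor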
ARFGAP1 inhibitor = rat ARFGAP1 inhibition; Q62848; Arfgap1-stimulated ARF1 GTP hydrolysis, GDP FP detection; inhibition, % at 16.5 µM; hit rate 0.26% among 360,000;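 active = inhibition above a per-plate limit, mean inhibition of low control wells plus 3 SD, cut at about 25% in these data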;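 also: 0% = DMSO wells with enzyme and 100% = wells lacking Arfgap1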
Target sequence (Q62848 1-136 limits assumed): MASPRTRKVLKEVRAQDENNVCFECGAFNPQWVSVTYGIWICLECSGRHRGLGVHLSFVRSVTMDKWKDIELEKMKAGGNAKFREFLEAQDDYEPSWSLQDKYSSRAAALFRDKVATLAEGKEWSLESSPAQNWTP
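Material – truncated rat Arfgap1 GAP domain · Buffer or medium – HEPES-based buffer, pH 7.5 · Reagent – human ARF1(Δ1-17)-GTP substrate · Dosing – 16.5 µM single point, 1.26% DMSO · Schedule – GTP hydrolysis reaction 2 h at 25 °C · Technique – GDP detection by fluorescence polarization · Benchmarks – No-Arfgap1 wells (100%) versus DMSO full-reaction wells (0%) · Repeats – single replicate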
sPLA2-III inh = Blocks human group III sPLA2 activity | Q9NZ20 | inhibition, % at 12.2 µM | hit rate 0.56% among 370,000 | QFRET BODIPY PC-A2 liposome hydrolysis, fluorescence | AID 743126;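 active = inhibition above mean plus 3 SD of compounds lying within the high and low control bounds, cut at about 19% in these data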;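 also: 0% = median of test compound wells and 100% = no enzyme DMSO wells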
Target sequence (Q9NZ20 whole entry, looked up): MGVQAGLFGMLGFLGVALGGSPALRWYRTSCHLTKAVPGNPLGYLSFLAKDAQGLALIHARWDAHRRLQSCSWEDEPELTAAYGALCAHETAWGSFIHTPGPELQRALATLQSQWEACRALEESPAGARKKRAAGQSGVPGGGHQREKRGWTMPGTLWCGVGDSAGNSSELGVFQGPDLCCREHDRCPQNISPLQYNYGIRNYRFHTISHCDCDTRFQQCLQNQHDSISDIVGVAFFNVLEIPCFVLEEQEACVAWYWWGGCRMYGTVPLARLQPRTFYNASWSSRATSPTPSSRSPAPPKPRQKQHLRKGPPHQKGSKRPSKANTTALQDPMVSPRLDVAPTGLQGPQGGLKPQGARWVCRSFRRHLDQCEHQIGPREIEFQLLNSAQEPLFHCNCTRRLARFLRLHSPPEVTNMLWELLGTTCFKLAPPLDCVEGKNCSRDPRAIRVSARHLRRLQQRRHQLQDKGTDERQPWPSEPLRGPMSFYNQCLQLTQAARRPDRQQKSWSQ
Rev-erbA mod = modulates human Rev-erb alpha binding to DNA | P20393 | Rev-erbα–FITC-DNA binding, fluorescence polarization, 90 min | activity, % at 10 µM | hit rate 0.79% among 370,000;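 active = activity above about 14%, limit read from the data; passing the limit was not always enough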;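 also: 0% = DMSO wells with 35 nM protein and 100% = DMSO wells with 750 nM protein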
Tn7 DDE FP = inhibitors of Tn7 peptide binding to human fibrin DD(E) | P02675 | FP displacement of FITC-Tn7 peptide from fibrin DD(E); 0% = median of compound wells per plate | inhibition, % at 8.3 µM | hit rate 0.13% among 370,000 | AID 720508;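 active = inhibition above the mean of compounds falling within the control limits plus 3 SD of them, cut at about 14% in these data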;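 also: 0% = plate median of compound wells and 100% = 10 µM Aha-Tn7 peptide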
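System: human fibrin DD(E); quantity: Fibrin-DD(E) at 2 µM final; also added: fluorescent Tn7 probe at 0.1 µM; compound dosing: single nominal test concentration of 8.3 µM per compound; schedule: 10 min preincubation, 3 h with tracer, room temperature; detection: fluorescence polarization of the labelled Tn7 tracer; repeats: one replicate per compound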
PLCg1 inh = blocks human PLC-gamma1 enzyme activity; hit rate 0.84% among 370,000; purified PLC-gamma1, fluorogenic substrate, fluorescence; inhibition, % at 12.2 µM; in the data active = inhibition above about 9.5%
ASAP1 GAP inh = blocks human ASAP1-stimulated Arf1 GTP hydrolysis; Q9ULH1; GDP FP detection; inhibition, % at 16.5 µM; hit rate 0.19% among 360,000; AID 624377; in the data active = inhibition above about 25%;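 also: 0% = vehicle with enzyme and substrate and 100% = no enzyme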
The depositor's hits bear a star; · = not tested or not shown.

SMILES	proKLK7 act	Tn6 DDE FP	PLC-beta3 inh	UHRF1 MBD2 ctr	ARFGAP1 inhibitor	sPLA2-III inh	Rev-erbA mod	Tn7 DDE FP	PLCg1 inh	ASAP1 GAP inh
Cc1ccnn1CCC(=O)N1CCCC(N2CCN(c3cccc(Cl)c3)CC2)C1 (stereo not given)	-0.5	-8.2	-4.1	-0.6	-9.4	3.1	4.1	3.7	2.3	-13.4
COc1ccccc1-c1nnc(C2CCN(S(=O)(=O)c3ccc([N+](=O)[O-])cc3)CC2)o1	-0.2	1.3	-4.3	2.0	1.9	-6.0	-1.8	0.6	-2.6	-0.1
Cc1c(NC(=O)c2cnn3c(C(F)(F)F)cc(-c4ccco4)nc23)c(=O)n(-c2ccccc2)n1C	-0.3	2.7	-3.9	0.2	-2.4	0.6	-3.1	-3.8	-3.9	5.4
N=C1/C(=C\c2ccc(-c3ccc(C(=O)O)cc3)o2)C(=O)N=C2SC=C(c3ccccc3)N12	0.5	-10.4	-25.6	3.5	8.9	-9.9	-35.4	0.2	-10.3	-3.9
COc1ccc(C2(C(=O)N3CCOCC3)CCCC2)cc1	0.9	-3.0	-0.7	-1.0	-5.0	-0.1	-5.0	7.1	-0.9	1.6
CCCC(=O)C1=C(N2CCCCC2)CC(C)(C)C(C(=O)OC)C1=O (stereo not given)	-0.2	-8.3	-4.7	2.1	4.0	10.2	0.2	-1.0	0.2	10.6
Cn1c(=O)c2c(ncn2CC(=O)O)n(C)c1=O	-0.2	3.4	-3.4	0.5	6.9	0.4	2.3	6.0	0.3	-12.1
COc1cccc(NC(=O)CN2C(=O)NC3(CCCC3)C2=O)c1	0.7	1.2	4.3	1.2	11.0	1.6	-4.0	-3.7	2.1	-6.3
Cc1onc(-c2ccccc2)c1C(=O)N(C)CCc1ccccn1	-0.2	2.8	-3.7	2.5	0.5	12.4	4.1	4.2	-0.7	-3.0
O=C1NC(c2ccccc2)(C(F)(F)F)C(=O)N1Cc1cccnc1 (stereo not given)	-0.8	2.4	-0.9	2.0	1.0	6.7	3.3	-3.1	5.2	-2.0
CCOc1ccc(/C(O)=C2/C(=O)C(=O)N(CCOCCO)C2c2ccc(F)cc2)cc1 (stereo not given)	0.5	4.4	-7.8	-2.0	-1.3	0.2	0.2	0.9	-6.9	-16.6
CC(=O)C1=C(O)CCC1=N	-0.4	9.9	-0.8	-1.1	6.5	6.3	-2.6	4.5	-0.5	-13.9
COc1ccc(CN2CCCC(CO)(Cc3cccc(Cl)c3)C2)cc1OC (stereo not given)	0.1	7.1	-2.9	-0.8	6.4	-2.5	2.0	-3.3	0.1	15.3
Cn1cc(Br)c(C(=O)NNC(=O)c2ccc(Cl)cc2)n1	0.6	-10.3	8.5	2.1	-13.5	-4.0	1.4	-9.4	1.7	-13.6
O=C1Nc2ccccc2C1=Nc1cccc(Cl)c1	-0.2	-0.7	-1.1	-7.2	-0.2	0.7	-1.6	2.1	1.2	-10.1
O=S(=O)(c1cccc2nsnc12)N1CCNCC1	-0.8	-3.7	-7.0	-1.0	-7.3	-4.0	24.9*	-5.3	2.2	-2.8
Fc1ccccc1COc1ccccc1CNCc1ccncc1	0.9	-2.3	3.6	0.6	4.9	-4.3	7.8	-7.4	5.0	1.2
CCN(CC)C(=O)C1CCN(S(=O)(=O)c2cccc3nonc23)CC1	0.8	3.7	2.4	-2.8	5.3	3.2	-0.8	-8.8	2.4	-10.4
COc1ccc(C(=O)NNC(=O)c2ccc(S(=O)(=O)N3CCCCC3)cc2)cc1	-1.0	-1.9	-6.1	0.4	1.4	-12.2	1.6	2.2	-3.4	-7.2
CCNc1nc(NC(C)C)nc(Nn2cnnc2)n1	-0.2	7.8	0.3	-1.0	-7.2	7.4	1.9	8.0	-0.7	-1.0
CCOCc1nnc(NC(=O)C2CC(=O)N(CCc3ccc(F)cc3)C2)s1 (stereo not given)	-0.4	-4.2	-5.5	-0.2	-8.3	-1.3	3.3	4.0	-2.9	19.3
C[C@@H]1CN([C@@H](C)CO)C(=O)CCCn2nncc2CO[C@H]1CN(C)S(=O)(=O)c1ccc(C#N)cc1	0.5	-6.7	0.2	4.9	21.9	11.1	-2.5	-0.4	-0.3	0.5
COc1ccc(Cn2nc(C)cc2C)cc1OC	-0.7	4.6	-3.4	1.0	12.7	5.2	1.2	5.9	6.8	0.1
CCN(CC)c1ccc(NC(=O)c2c(OC)cccc2OC)c(C)c1	0.4	4.7	1.7	-2.0	-12.9	2.6	-1.7	-1.6	0.4	9.3
CCn1c(C(=O)O)c(CC(=O)NC2CCCCCC2)c2ccccc21	0.1	-0.6	-0.6	-1.3	5.1	-2.7	2.9	0.3	-1.7	-10.1

Quoted at random: two compounds from above, in no set order.
SMILES	proKLK7 act	Tn6 DDE FP	PLC-beta3 inh	UHRF1 MBD2 ctr	ARFGAP1 inhibitor	sPLA2-III inh	Rev-erbA mod	Tn7 DDE FP	PLCg1 inh	ASAP1 GAP inh
CCNc1nc(NC(C)C)nc(Nn2cnnc2)n1	-0.2	7.8	0.3	-1.0	-7.2	7.4	1.9	8.0	-0.7	-1.0
Fc1ccccc1COc1ccccc1CNCc1ccncc1	0.9	-2.3	3.6	0.6	4.9	-4.3	7.8	-7.4	5.0	1.2

Other records.
SMILES	proKLK7 act	Tn6 DDE FP	PLC-beta3 inh	UHRF1 MBD2 ctr	ARFGAP1 inhibitor	sPLA2-III inh	Rev-erbA mod	Tn7 DDE FP	PLCg1 inh	ASAP1 GAP inh
CC(NCCc1ccc(S(N)(=O)=O)cc1)C(=O)NCCc1ccc(F)cc1 (stereo not given)	0.0	1.2	-1.0	-0.7	5.7	1.8	6.8	5.8	7.0	-0.3
O=C(CSc1nnc(CNC(=O)c2ccco2)o1)Nc1ccccc1F	-0.6	-4.8	-6.9	0.4	5.3	0.1	0.1	1.8	-0.4	-4.5
COc1ccc(/C=C2\CCc3ccccc3C2=O)cc1Cn1nc(C)cc1C	-1.3	-17.3	-22.7	0.1	6.1	-3.3	-3.1	-0.3	-25.5	9.4
O=[N+]([O-])c1cccc(-c2cn3nc(-c4ccccc4)c(-c4ccccc4)nc3n2)c1	-0.1	1.7	-12.8	-1.6	1.7	8.0	7.6	0.0	-1.3	2.5
O=c1c([N+](=O)[O-])c(Cl)c2ccccc2n1Cc1ccccc1	·	-5.7	-13.5	4.5	·	11.7	-0.9	1.2	-4.9	·
Cc1ccc(SCC(=O)OCC(=O)N(C)C2CCS(=O)(=O)C2)cc1C (stereo not given)	0.0	2.4	-9.4	2.5	-9.2	9.6	3.3	4.0	-0.5	1.2
CCOc1ccc2nc(Cl)c(C3CC(c4ccco4)=NN3S(C)(=O)=O)cc2c1 (stereo not given)	0.6	0.5	-10.8	-0.2	-1.2	-4.4	-3.7	3.9	-0.4	-3.1
COc1cccc(/C=N/NC(=S)NCCc2ccccc2)c1	-1.2	-14.3	-7.3	1.5	-1.6	2.9	5.8	5.1	0.3	15.8
COc1ccc(NC(=O)C2Cc3c(-c4cccc(C(C)=O)c4)ccnc3O2)cc1 (stereo not given)	0.5	8.3	3.9	0.0	3.0	-1.9	-2.8	-1.1	0.1	7.0
Cc1occc1C(=O)N1CCCC(N2CCN(c3cccc(C(F)(F)F)c3)CC2)C1 (stereo not given)	0.4	-2.3	-6.1	-0.6	3.6	-10.3	-4.5	-8.4	0.5	-2.1
Cc1ccccc1S(=O)(=O)NC(=O)C1(C)CCN1C(=O)CCc1ccc(Cl)cc1Cl (stereo not given)	-0.1	-4.2	-3.4	-0.8	-7.6	-19.2	-6.2	-3.0	-3.8	4.6
O=C1C2CC=CCC2C(=O)N1c1ccc(NCCc2ccccc2F)c([N+](=O)[O-])c1 (stereo not given)	0.5	-1.9	2.9	-2.6	-2.4	-0.2	2.6	-1.7	3.6	8.2
O=C(NCCc1ccccc1F)c1cc(COc2ccc(F)cc2F)on1	-0.5	6.1	-5.5	-0.7	-8.2	-7.1	7.0	7.0	-2.6	4.4
CCOC(=O)c1ccc(N2CCN(c3ccc(F)cc3)CC2)c(NC(=O)Nc2cccc(OC)c2)c1	0.2	-0.6	1.9	2.5	-5.2	3.9	-2.4	4.3	-2.3	8.1
CCCC1=C(C(=O)OCC)C(c2sccc2C)n2ncnc2N1 (stereo not given)	0.6	-7.4	-5.3	1.0	3.2	7.4	-8.4	1.1	3.3	10.9
Cc1ccsc1CN(C)CC(=O)Nc1ccccc1C(=O)NC1CC1	-0.3	-0.7	-2.0	-0.6	5.1	1.5	-3.1	8.0	-0.1	-10.2
Cc1ccc(C(=O)NNC(=O)CCC(=O)NCc2ccccc2)cc1Br	0.2	-2.4	-2.3	-0.4	5.1	4.2	2.2	8.1	3.5	7.9
Oc1ccccc1OCCOc1ccccc1OCCOc1ccccc1O	0.1	7.8	-5.6	0.8	-4.7	-65.3	-3.5	6.2	0.8	-3.6
CCCCc1cc(=O)oc2cc(OC(C)C(=O)NCCN3CCOCC3)c(Cl)cc12 (stereo not given)	0.1	-0.1	-1.9	2.4	-16.3	8.7	-7.0	-0.9	-0.1	14.4
O=C(O)CC(C(=O)Nc1ccc(Cl)cc1)N1CCCCCC1 (stereo not given)	0.1	2.5	-4.4	1.1	0.4	1.8	0.9	0.9	-1.6	6.6
CC(=O)c1ccc(OCC(=O)Nc2ccc3nc(C)sc3c2)cc1	-0.1	7.9	-6.8	5.3	10.3	-6.9	1.2	-4.5	-2.8	0.5
O=c1[nH]c(SCc2ccccc2)nc2[nH]ncc12	0.0	4.8	-0.6	1.4	-0.3	4.9	-4.0	4.1	-1.4	-0.7

Screening results as filed in PubChem.

Random draw from the library. About 4.5% of those tested had a hit in this group.
